From PubChem BioAssay
TRPC4 inh – inhibitors of mouse TRPC4 channel; Q9QUQ5; HEK293 TRPC4beta/mu-opioid, DAMGO-evoked Fluo4 calcium flux; hits give low values; B-score at 10 µM; 300,000 compounds, 0.39% hits;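 active = B-score over 3 SD under the library average, no early fluorescence shift, positive overall ratio signal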
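Material: HEK293 cells with stable TRPC4beta plus mu-opioid receptor expression; probe or stimulus: DAMGO in two steps, submaximal then maximal; technique: Fluo4 calcium fluorescence by kinetic imaging, 5 s 1 Hz baseline; measure: integrated fluorescence ratio relative to baseline, converted to per-well B score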
AI-2 QS mod – Vibrio harveyi AI-2 quorum sensing modulation; Vibrio harveyi JMH597 AI-2 luminescence/OD600 ratio, 9 h; hits give low values; strain lacks LuxN and CqsS sensors; 0 = neutral-control median; activity change, % at 7.5 µM; 300,000 compounds, 0.4% hits; AID 2094; in the data active = activity change below about -75%, passing the limit was not always enough;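 note: luminescence divided by OD600 gain over 9 h not by final OD600 alone; inactives centre near 13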
TRPC6 inhibitor – mouse TRPC6 channel inhibition | Q61143 | HEK293-TRPC6, membrane potential dye, ACh-evoked depolarization; hits give low values | B-score at 10 µM | 310,000 compounds, 1.1% hits;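 active = B-score under library mean minus 3 SD, initial fluorescence not abnormally high, positive integrated signal ratio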;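 note: B-score derived from integrated fluorescence ratio over the kinetic read; more negative B-score means stronger inhibition of depolarization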
MrgX1 antagonist – antagonists of human MrgX1 receptor; Q96LB2; MRGX1-HEK293 calcium flux, Fluo-4, BAM8-22 antagonism; hits give low values; B-score at 10 µM; 310,000 compounds, 1.3% hits; AID 588676;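 active = calcium-response B-score plate-corrected more than 3 library SD below zero, starting fluorescence within 5 deviations, no agonist response on first addition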;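 note: peak minus trough fluorescence over baseline after final BAM8-22 challenge near maximal dose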
Target sequence (Q96LB2 whole entry, looked up): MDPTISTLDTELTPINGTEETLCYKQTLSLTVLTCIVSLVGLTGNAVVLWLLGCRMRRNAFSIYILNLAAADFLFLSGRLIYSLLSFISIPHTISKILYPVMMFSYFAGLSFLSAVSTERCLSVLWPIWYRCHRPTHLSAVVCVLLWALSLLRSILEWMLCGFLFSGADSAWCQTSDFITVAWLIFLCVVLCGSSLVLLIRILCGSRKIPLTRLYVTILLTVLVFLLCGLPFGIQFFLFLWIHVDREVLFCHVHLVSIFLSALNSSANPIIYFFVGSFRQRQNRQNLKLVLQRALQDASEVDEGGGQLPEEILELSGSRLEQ
TRPC6 act – mouse TRPC6 channel activation. Q61143. AID 2550. 310,000 compounds, 0.13% hits. B-score at 10 µM. HEK293-TRPC6 membrane potential dye fluorescence; hits give high values;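 active = B-score of the integrated fluorescence ratio above library mean plus 3 SD, and starting fluorescence ratio within library mean plus 5 SD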;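 note: higher score means more depolarization so channel activation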
PolyA inhibitor – blocks polyadenylation in yeast reporter cells; S. cerevisiae SKY197-pL101 polyadenylation reporter, beta-gal luminescence; efflux-impaired pdr1/pdr3 knockout yeast; score 100 = 6 SD above DMSO; calls only at 12 µM; 300,000 compounds, 0.02% hits; AID 1875;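 active = lowest replicate activity score at least 50, where 100 means six control SD above control mean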;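 note: yeast exposed to compound for 9 h at 30 °C; higher score means more reporter readthrough which indicates perturbed polyadenylation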
TRPC4 act – TRPC4 (mouse) channel activation; Q9QUQ5; HEK293 TRPC4beta/mu-opioid, Fluo4 calcium fluorescence; hits give high values; B-score at 10 µM; 310,000 compounds, 0.49% hits;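 active = B-score above 5 SD of library B-scores, and initial fluorescence ratio not above library mean plus 5 SD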;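 note: positive B-score marks a calcium rise read as TRPC4 activation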
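System: HEK293 cells stably co-expressing mouse TRPC4beta and mu-opioid receptor; Schedule: Fluo4 dye loading 45 min at room temperature, 110 s recording; Detection: Fluo4 fluorescence, kinetic; Evaluation: B-scored integrated calcium fluorescence ratio; Controls: buffer (low) and maximal DAMGO (high).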
MrgX1 PAM – human MrgX1 positive allosteric modulation, primary screen | Q96LB2 | MrgX1-HEK293, Fluo-4 calcium flux, FDSS; hits give high values | B-score at 10 µM | 310,000 compounds, 0.63% hits;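 active = plate-corrected calcium response at least 3 library SD above typical, normal starting fluorescence, not activating the receptor alone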;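 note: compound read alongside a low EC10 to EC30 dose of BAM8-22 agonist; peak minus trough fluorescence over baseline measured at the second addition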
TRPC4 potent – allosteric potentiators of mouse TRPC4 channel. AID 2227. HEK293 TRPC4beta/mu-opioid, DAMGO EC20, Fluo-4 Ca2+ flux; hits give high values. 310,000 compounds, 0.42% hits. B-score at 10 µM;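 active = B-score of calcium response area above 5 SD of library B-scores, with initial fluorescence ratio within 5 SD of library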;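 note: B-score of integrated fluorescence ratio over time as area under calcium response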
HIF act – HIF pathway transcriptional activation. U2OS HRE-luciferase reporter, luminescence; normalized: DMSO 0%, desferrioxamine 100%. activation, % at 7.5 µM (by protocol). 300,000 compounds, 0.32% hits;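 active = mean activation of at least 10% of the iron chelator positive control signal, with at least half of replicates also reaching 10%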
MrgX1 agonist – human MrgX1 receptor agonism, primary screen | Q96LB2 | MrgX1-HEK293 cells, Fluo-4 calcium fluorescence, agonist mode; hits give high values | B-score at 10 µM | 310,000 compounds, 0.44% hits | AID 588627;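 active = calcium response B-score plate-corrected fluorescence ratio at least 3 library SD, with starting fluorescence B-score inside 5 SD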
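times = overnight plating, then 30 min 37 °C plus 30 min room-temperature dye loading | assay system = stable human MrgX1 HEK293 cell line | input = fifteen thousand cells per well | signal = kinetic calcium dye fluorescence, Fluo-4 NW | dosing = compound delivered in addition one of three | read-out = B-scored fluorescence response ratio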
* hit, by the source's call; i = inactive; x = not tested or not shown.

Below each SMILES – TRPC4 inh | AI-2 QS mod | TRPC6 inhibitor | MrgX1 antagonist | TRPC6 act | PolyA inhibitor | TRPC4 act | MrgX1 PAM | TRPC4 potent | HIF act | MrgX1 agonist
O=C(C1CCN(S(=O)(=O)c2ccccc2)CC1)N(CCc1ccccc1)Cc1ccco1
  i | 9.3 | i | i | i | i | i | i | i | 0.1 | i
O=C(C(Sc1ccccc1)c1ccccc1)N1CCN(c2ccccc2)CC1 (configuration not stated)
  i | 16.7 | i | i | i | i | i | i | i | -0.9 | i
C/C(=N\Nc1nc2ccccc2[nH]1)c1ccc2c(c1)OCCO2
  i | -0.2 | -7.24* | i | i | i | i | i | i | 0.6 | i
Cc1ccc(-n2c(-c3ccccc3)c[n+]3c2CCc2ccccc2-3)c(C)c1
  i | 9.4 | -5.54* | i | i | x | i | i | i | x | i
CCN(CC)S(=O)(=O)c1ccc(C(=O)NCc2n[nH]c(=S)n2-c2ccccc2OC)cc1
  i | 19.4 | i | i | i | i | i | i | i | -0.1 | i
Nc1ccc(C(=O)N(CCO)CCO)cc1
  i | 7.0 | i | i | i | i | i | i | i | -0.1 | i
Cn1cccc1C(=O)NNC(=O)COc1ccc(Br)cc1
  i | x | i | -5.34* | i | i | i | i | i | 0.3 | i
Cc1ccc(-c2cc(C(=O)N3CCN(C(=O)c4ccco4)CC3)[nH]n2)cc1C
  i | 23.2 | i | i | i | i | i | i | i | 0.1 | i
O=C(NC(Cc1ccccc1)C(=O)O)c1ccc(S(=O)(=O)N2CCCC2)cc1 (configuration not stated)
  i | 23.7 | i | i | i | i | i | i | i | -0.4 | i
Cc1ccc(NC(=O)c2ccn(C(=O)Nc3ccccc3)n2)c(C)c1
  i | -8.5 | i | i | i | i | i | i | i | 0.6 | i
C/C(Cn1nc([N+](=O)[O-])cc1C)=N\NC(=O)COc1ccc(Cl)cc1Cl
  i | 0.2 | i | i | i | i | i | i | i | -0.3 | i
Cc1ccc(S(=O)(=O)NC(CC(C)C)C(=O)Nc2ccncc2)cc1 (configuration not stated)
  i | 25.8 | i | i | i | i | i | i | i | -13.8 | i
O=C(c1cccc(C(=O)N2CCc3ccccc32)n1)N1CCc2ccccc21
  i | 9.7 | i | i | i | i | i | i | i | 0.0 | i
COc1ccc(Nc2cc(C(=O)NCc3ccco3)c3ccccc3n2)cc1
  i | 16.3 | i | i | i | i | i | i | i | -0.8 | i
COCCNC(=O)c1cc2sc3ccccc3c2s1
  i | 2.0 | i | i | i | i | i | i | i | -0.6 | i
O=C(Cn1nc(Cc2cccnc2)c2ccccc2c1=O)Nc1cc(F)ccc1F
  i | 7.9 | i | i | i | i | i | i | i | -0.3 | i
COc1ccc2c(c1)CCNC2Cc1ccc(OC)c(O)c1 (configuration not stated)
  i | 7.9 | i | i | i | i | i | i | i | 0.9 | i
O=C(CSc1nc2ccccc2c(=O)n1-c1ccc(Cl)cc1)N/N=C/C=C/c1ccccc1[N+](=O)[O-]
  i | 11.6 | i | i | i | i | i | i | i | -0.1 | i
NS(=O)(=O)c1ccc(NCc2cc(Cl)ccc2OCc2ccc(F)cc2)cc1
  i | 45.1 | i | i | i | i | i | i | i | 0.3 | i
CN(CCC1CCOCC1)C(=O)CC1C(=O)NCCN1CC1CCCCC1 (configuration not stated)
  i | 10.5 | i | i | i | i | i | i | i | -0.1 | i
Cc1ccc(/C=N/NC(=O)CNC(=O)c2ccc(S(=O)(=O)N3CCCC3)cc2)o1
  i | 6.4 | i | i | i | i | i | i | i | 0.0 | i
CCN1C(=O)CC(N2CCN(c3ccc(Cl)cc3)CC2)C1=O (configuration not stated)
  i | 55.2 | i | i | i | i | i | i | i | -0.6 | i
CCCNC(=O)c1cccc(COc2ccccc2OC)c1
  i | 17.0 | i | i | i | i | i | i | i | 0.9 | i
Cc1ccc(CC(=O)NCC(O)c2ccccc2)cc1 (configuration not stated)
  i | -51.6 | i | i | i | i | i | i | i | -0.7 | i
Cc1cc(NC(=O)CCC(=O)N(CC(=O)NC2CCCC2)c2ccc(F)cc2)no1
  i | -1.8 | i | i | i | i | i | i | i | -0.6 | i
O=C(c1nc2ccccn2c1CN1CCCC(OCc2ccccc2)C1)N1CCCC1 (configuration not stated)
  i | 11.5 | i | i | i | i | i | i | i | 0.2 | i
Cc1c(CC(=O)N2CCC(C(=O)O)CC2)c(=O)oc2cc3c(cc12)CCC1(CCCCC1)O3
  i | 42.8 | i | i | i | x | i | i | i | 0.0 | i
O=[N+]([O-])c1ccc(O)c(C=Nc2cccc3ncccc23)c1
  i | 7.8 | i | i | i | i | i | i | i | 0.5 | i
O=C(NCCS(=O)(=O)NCc1ccco1)c1ccccc1
  i | 6.9 | i | i | i | i | i | i | i | -0.3 | i
Cc1ccc(C(=O)c2ncc[nH]2)cc1
  i | 14.0 | i | i | i | i | i | i | i | 2.7 | i
COc1ccc(N2C(=O)c3ccc(C(=O)Nc4ccccc4OC)cc3C2=O)cc1
  i | -7.4 | i | i | i | i | i | i | i | -21.0 | i
Cc1nonc1C(=O)N/N=C/c1cc2c(cc1Br)OCO2
  i | 8.1 | i | -5.03* | i | i | i | i | i | -0.4 | i
CSCCC(NC(=O)c1ccc(Cl)cc1Cl)C(=O)NNC(=O)c1csc(N2CCOCC2)n1 (configuration not stated)
  i | 14.9 | i | i | i | i | i | i | i | -0.1 | i
S=C(NC1CCCC1)N1CCN(C/C=C/c2ccccc2)CC1
  i | 21.8 | i | i | i | i | i | i | i | -0.4 | i
O=C(OCCN1C(=O)c2cccc3c(N4CCOCC4)ccc(c23)C1=O)c1ccccc1Cl
  i | 46.3 | i | i | i | i | i | i | i | 3.1 | i
COc1ccc2c(c1)C=CC1(O2)N(CCO)c2ccccc2C1(C)C (configuration not stated)
  i | 21.0 | i | i | i | i | i | i | i | 1.7 | i
Cc1ccccc1C(=O)N1CCN(c2ccc([N+](=O)[O-])c(NCc3cccnc3)c2)CC1
  i | 24.9 | i | i | i | i | i | i | i | -0.3 | i
CCOC(=O)N1CCN(Cc2nc3c(c(=O)[nH]c(=O)n3C)n2Cc2cc(C)ccc2C)CC1
  i | 44.0 | i | i | i | i | i | i | i | -0.1 | i
Cc1ccccc1NC(=O)C(Cc1ccccc1)n1cccc1 (configuration not stated)
  i | 8.2 | i | i | i | i | i | i | i | -0.4 | i
Cc1ccccc1OCC(O)CN1CCC(C)CC1 (configuration not stated)
  i | 13.1 | i | i | i | i | i | i | i | -0.1 | i
C[C@@H]1CCC[C@]2(O[C@@H](CCO)C[C@H](O)[C@H]2O)O1
  i | 5.5 | i | i | i | i | i | i | i | -2.9 | i
CC(=O)N[C@@H](Cc1ccc(OC(F)(F)F)cc1)C(=O)O
  i | 24.8 | i | i | i | i | i | i | i | 1.8 | i
Cc1ccc(C(=O)Nc2cccnc2)cc1S(=O)(=O)N1CCCC1
  i | 3.2 | i | i | i | i | i | i | i | 0.5 | i
O=C(CN1C(=O)c2ccccc2S1(=O)=O)NCCC1=CCCCC1
  i | 7.9 | i | i | i | i | i | i | i | -0.1 | i
COc1ccc(S(=O)(=O)N(CCCN2CCOCC2)Cc2cccc(OC)c2OC)cc1
  i | 17.4 | i | i | i | i | i | i | i | -0.2 | i
Cc1ccc(-c2nc(C3CCCN(S(=O)(=O)c4ccc(C(F)(F)F)cc4)C3)no2)cc1 (configuration not stated)
  i | 2.3 | i | i | i | i | i | i | i | -0.2 | i
CCNc1nc(NCC)n2c(SCC(=O)Nc3ccccc3Cl)nnc2n1
  i | 8.3 | i | -8.6* | i | i | i | i | i | -0.5 | i
Cc1cc(=O)[nH]c(SCC(=O)N2C(C)CCCC2C)n1 (configuration not stated)
  i | 9.0 | i | i | i | i | i | i | i | -0.7 | i
CN(C)C(=O)CSc1cccc2cccnc12
  i | 1.7 | i | i | i | i | i | i | i | 1.0 | i
CS(=O)(=O)N1CCC(C(=O)NCc2ccccc2)CC1
  i | 10.5 | i | i | i | i | i | i | i | 0.0 | i

Continued:
Below each SMILES – TRPC4 inh | AI-2 QS mod | TRPC6 inhibitor | MrgX1 antagonist | TRPC6 act | PolyA inhibitor | TRPC4 act | MrgX1 PAM | TRPC4 potent | HIF act | MrgX1 agonist
Cc1cc(C)cc(NC2=NC3(CCCCC3)N=C(N)N2)c1
  i | 28.1 | i | i | i | i | i | i | i | 0.7 | i
N#Cc1c(N)oc(-c2cccs2)c1-c1cccs1
  i | 24.5 | i | i | i | i | i | i | i | -0.1 | i
CCn1c2ccccc2c2cc(NC(=O)COC(=O)c3ccccc3Br)ccc21
  i | 16.2 | i | i | i | i | i | i | i | -0.4 | i
CC(=O)Nc1cc2c(cc1C(=O)c1ccc(C)cc1)OCCO2
  i | 7.0 | i | i | i | i | i | i | i | 0.2 | i
Cc1ccc(S(=O)(=O)Nc2ccc(NC(=O)Nc3cccc(C(F)(F)F)c3)cc2)cc1
  i | 39.9 | i | i | i | i | i | i | i | -37.7 | i
COc1cc(NC(=S)N2CCC(C(N)=O)CC2)c(OC)cc1Cl
  i | 21.6 | i | i | i | i | i | i | i | 0.4 | i
O=C(CCCOc1ccc(Cl)cc1Cl)NCc1ccncc1
  i | -18.3 | i | i | i | i | i | i | i | 0.3 | i
CCc1cc2c(SCC(=O)Nc3ncc(Cl)c(C)c3Cl)ncnc2s1
  i | 12.4 | i | -4.97* | i | i | i | i | i | 0.1 | i
COc1ccc(-c2cc(C(=O)Nc3c(C)n(C)n(-c4ccccc4)c3=O)no2)cc1OC
  i | 25.2 | i | i | i | i | i | i | i | -0.1 | i
COc1ccccc1-c1cc(C(=O)N2CCN(c3ccccc3OC)CC2)no1
  -6* | 30.0 | i | i | i | i | i | i | i | 0.8 | i
CN(CCN1CCOCC1)Cc1nc(-c2ccc(Cl)cc2)no1
  i | 10.6 | i | i | i | i | i | i | i | 0.3 | i
CC(OC(=O)CCN=C1NS(=O)(=O)c2ccccc21)C(=O)Nc1ccc(F)cc1Cl (configuration not stated)
  i | 39.0 | i | i | i | i | i | i | i | -1.5 | i

Only part of the results is shown. The share of hits here may be higher or lower than overall.
